Bioassay records from PubChem BioAssay.
CDK5 p35 inh = inhibitors of human CDK5/p35 kinase, primary screen, biochemical, single concentration | 330,000 tested, 0.01% active | Cyclin-dependent kinase 5 (Homo sapiens) + Cyclin-dependent kinase 5 activator 1 (Homo … | inhibition, % at 10 µM | Recombinant CDK5/p35, ADP-Glo luminescence, 60 min;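 active = highest replicate inhibition of at least 50% and at least 75% of replicates reaching 50%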;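 also: plate controls were DMSO neutral control for no effect and GW8510 at 10 µM for full effect; many of its hits are not listed in these tables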
cardiac RTF act = cardiac RTF calcium sensitivity activators, primary screen, biochemical, IANBD-TnC fluorescence, EC20 calcium; 340,000 tested, 0.24% active; activation, % at 7.2 µM; AID 493008, 2010; IANBD-labeled TnC RTF fluorescence at EC20 calcium; 0% EC20 calcium, 100% full calcium;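 active = activation above the mean over all tested compounds plus 3 SD, cut at about 30% in these data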;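 also: rise in fluorescence read as greater calcium sensitivity of cardiac thin filaments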
HTR5A ag ctr = HTR5A agonists in luminescence cell assay, primary screen, counter-screen for OPRM1-OPRD1 heterodimer agonist project, full-deck HTS; 5-hydroxytryptamine receptor 5A (Homo sapiens), P47898; cell-based; activation, % at 9.3 µM; 340,000 tested, 0.61% active; AID 504692, 2011; in the data active = activation mostly above about 9.5%, no sharp cut-off; inactive = mostly below about 7.6%;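 also: 0% = cells with vehicle only and 100% = reference agonist; strong numbers were not always called active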
dFosB activator = activators of delta FosB homodimer, primary screen, biochemical, fluorescence polarization, TAMRA-CDK5 oligo, single point | Protein FosB (Mus musculus), P13346 | purified delta FosB; percent of positive-control signal above neutral wells | activation, % at 25 µM | 340,000 tested, 0.99% active | AID 493131, 2011;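 active = mean activation above about 17%, with every replicate also reaching it, limit read from the data, passing the limit was not always enough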;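 also: fluorescence polarization rise as delta FosB binds a TAMRA Cdk5 AP-1 oligo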
SR-BI HDL uptake = inhibitors of SR-BI mediated HDL lipid uptake, primary screen, ldlA[mSR-BI] cells, fluorescence, single point. ldlA[mSR-BI] CHO cells, DiI-HDL uptake fluorescence, 3 h. inhibition, % at 12.5 µM. 320,000 tested, 0.96% active;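 active = mean replicate inhibition of at least 70% and a set share of replicates each scoring 70 or more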;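 also: 0% = median of neutral control wells and 100% = median of positive control wells; values of inactives mirror those of a sister screen read the other way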
Target sequence (Q61009 whole entry, looked up): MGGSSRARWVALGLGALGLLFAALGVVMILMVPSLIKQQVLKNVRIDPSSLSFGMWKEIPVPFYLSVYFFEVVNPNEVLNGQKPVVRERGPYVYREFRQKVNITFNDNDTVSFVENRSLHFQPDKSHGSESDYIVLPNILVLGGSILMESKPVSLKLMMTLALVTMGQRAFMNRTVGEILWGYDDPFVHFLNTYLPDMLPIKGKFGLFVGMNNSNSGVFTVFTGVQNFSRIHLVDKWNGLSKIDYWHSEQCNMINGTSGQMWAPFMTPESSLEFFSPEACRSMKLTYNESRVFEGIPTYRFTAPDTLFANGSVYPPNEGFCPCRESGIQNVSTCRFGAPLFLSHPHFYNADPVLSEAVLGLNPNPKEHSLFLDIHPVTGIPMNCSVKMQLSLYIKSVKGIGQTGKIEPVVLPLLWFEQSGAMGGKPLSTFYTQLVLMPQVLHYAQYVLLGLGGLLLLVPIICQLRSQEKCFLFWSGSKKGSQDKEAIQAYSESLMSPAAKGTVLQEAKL
PvdQ inh = P. aeruginosa PvdQ acylase inhibitors, primary screen, biochemical, fluorescence, plate reader and imaging, single point; 340,000 tested, 0.063% active; AID 488965, 2010; purified PvdQ acylase; inhibition, % at 10 µM; PvdQ acylase [Pseudomonas aeruginosa LESB58]; in the data active = inhibition above about 30%, passing the limit was not always enough;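 also: 0% = vehicle neutral wells and 100% = reference inhibitor wells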
Rtt109 Vps75 = inhibitors of C. albicans Rtt109/Vps75 HAT, primary screen, biochemical, ThioGlo CoA-SH fluorescence, plate reader; Histone acetyltransferase RTT109 (Candida albicans (strain SC5314 / ATCC MYA-2876)), …; purified Rtt109/Vps75, 4 h; inhibition, % at 34.9 µM; 330,000 tested, 0.16% active;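 active = inhibition of at least 50% in every replicate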
Target sequence (Q5AAJ8 whole entry, looked up): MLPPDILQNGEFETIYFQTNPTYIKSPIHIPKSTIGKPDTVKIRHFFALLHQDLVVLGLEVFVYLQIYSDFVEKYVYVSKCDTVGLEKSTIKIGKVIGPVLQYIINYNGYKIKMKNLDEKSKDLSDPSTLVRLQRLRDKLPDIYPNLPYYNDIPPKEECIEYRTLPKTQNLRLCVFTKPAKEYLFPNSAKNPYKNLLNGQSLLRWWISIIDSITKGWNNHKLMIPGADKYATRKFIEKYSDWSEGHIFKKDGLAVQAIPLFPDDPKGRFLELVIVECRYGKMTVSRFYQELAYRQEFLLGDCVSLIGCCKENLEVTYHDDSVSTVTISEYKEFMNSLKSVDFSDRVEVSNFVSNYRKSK
SR-BI DiI-HDL act = activators of SR-BI mediated DiI-HDL uptake, primary screen, ldlA[mSR-BI] CHO cells, DiI fluorescence | 3 h; 100 = double the neutral-control signal | activation, % at 12.5 µM | 320,000 tested, 0.096% active;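 active = mean replicate activation of at least 60% and every replicate at or above 60%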;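 also: 0% = median plate neutral-control signal and 100% = twice that signal; values of inactives mirror those of a sister screen read the other way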
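Test system: SR-BI-overexpressing, LDLR-lacking CHO cells; Also added: labelled HDL, 10 µg/mL; Measured by: bottom-read cell fluorescence after medium removal, ex 550/em 595 nm; Timing: 3 h uptake period with compound, 37 °C; Buffer or medium: F12, 0.5% BSA, 25 mM HEPES; Doses: single compound concentration, delivered by pin transfer.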
Wnt act = Wnt/beta-catenin pathway activators, primary screen, cell-based, plate reader, single point; 300,000 tested, 1.2% active; activation, % at 9.35 µM; Wnt/beta-catenin reporter cell assay, activator; in the data active = activation above about 30%, passing the limit was not always enough;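 also: 0% = neutral control wells and 100% = positive control wells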
MITF act = activators of MITF-driven TRPM1 promoter reporter, primary screen, cell-based, SK-MEL-5, luciferase, single point; activation, % at 12.5 µM; 300,000 tested, 0.75% active; SK-MEL-5 TRPM1-promoter luciferase, 24 h; % of positive control, neutral wells = 0; AID 588334, 2011;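 active = mean activation of at least 80% with every replicate also reaching 80%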;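 also: 0% = neutral control wells and 100% = parthenolide positive control wells; values of inactives mirror those of a sister screen read the other way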
* marks the source's active call; other numbers are inactive results; . = not tested or not shown.

smiles,CDK5 p35 inh,cardiac RTF act,HTR5A ag ctr,dFosB activator,SR-BI HDL uptake,PvdQ inh,Rtt109 Vps75,SR-BI DiI-HDL act,Wnt act,MITF act
COc1ccc(-c2nnc(C3CCN(S(=O)(=O)c4ccccc4)CC3)o2)cc1,0.3,3,-5,-6,-8,-7,-6,8,.,.
COc1ccc(C(CNc2ccc(S(=O)(=O)N3CCN(C)CC3)cc2[N+](=O)[O-])N(C)C)cc1 (stereo unspecified),-0.4,-6,-6,-4,-16,2,1,16,-2,9
CC1(c2nnc(-c3cccc(Cl)c3)o2)CC(c2cccc(F)c2)=NO1 (stereo unspecified),2.0,-2,0,-2,-20,-10,-13,20,2,-4
COc1ccc(C2C(C(=O)NCc3ccccn3)c3ccccc3C(=O)N2C)cc1OC (stereo unspecified),0.9,-1,1,-1,-29,-13,4,29,9,-5
CCC1(CC)NC(=O)N(CC(=O)OCC(=O)NC(=O)c2ccccc2)C1=O,0.5,-4,2,-4,-22,-9,-2,22,-2,13
Cc1ccc(CNC(=O)c2oc3ccc(S(=O)(=O)N4CCOCC4)cc3c2C)cc1,1.4,2,7,-2,7,-5,13,-7,.,1
COc1ccc(CNC(=S)N/N=C/c2ccncc2)cc1,0.3,-2,-2,-5,-39,-5,-1,39,-3,11
C=CCn1c(C)cc(C(=O)CSc2nc3ccccc3[nH]2)c1C,1.2,-3,3,-8,5,-4,1,-5,.,1
CCOC(=O)C1CCCN(C(=O)c2cc(-c3ccncc3)nc3ccccc23)C1 (stereo unspecified),0.9,2,8,1,-17,-18,1,17,-2,6
CCN(CC)c1ccc(C(=O)OCC(=O)c2ccco2)cc1,-0.5,-5,-3,3,-2,-7,-14,2,22,83*
CCNc1nc(NC#N)nc(SCC(=O)OCC)n1,1.8,7,-3,3,-4,-15,-3,4,.,15
CCOC(=O)C1=C(N)Oc2ccc3ccccc3c2C1c1ccc(O)cc1 (stereo unspecified),0.1,1,1,-7,-13,-5,8,13,-2,4
COc1ccc([C@@H]2CC=C(C(=O)O)[C@H](c3ccc(Cl)cc3)N2S(=O)(=O)c2ccc(Cl)cc2)cc1,-2.8,-8,0,1,-8,-7,5,8,-2,-7
O=C(c1ccc2nc(N3CCCCC3)sc2c1)N1CCN(Cc2ccc3c(c2)OCO3)CC1,-0.5,2,-2,-7,6,-5,10,-6,0,.
CCOc1ccc(NC(=O)c2nsc(Cl)c2Cl)cc1,-0.3,-6,-3,4,19,8,1,-19,54*,67
CCOC(=O)C1CCN(S(=O)(=O)c2ccc3c(c2)CC(=O)N3C)CC1,2.5,-4,4,-4,.,6,14,.,2,-8
Cc1cc(-c2nnc(CCC(=O)NCc3ccc(OC(F)(F)F)cc3)o2)no1,0.3,3,3,-5,-4,-10,12,4,-1,-6
COc1ccc(N2C(=O)C3CCCN3C2c2cc(OC)c(OC)cc2OC)cc1 (stereo unspecified),-0.7,7,-2,6,-15,9,4,15,1,10
Cc1ccc(S(=O)(=O)NC2CCOC(C)(C)C2)cc1 (stereo unspecified),1.1,-7,1,-3,-15,0,-1,15,.,10
CCCc1nc(NC(C)=O)c(C#N)c(-c2ccco2)c1CC,0.7,-3,-4,-5,-15,-10,-7,15,.,-1

Ordered by the number under dFosB activator (descending): three of the compounds above.
Structure	CDK5 p35 inh	cardiac RTF act	dFosB activator	SR-BI HDL uptake	PvdQ inh	Rtt109 Vps75	SR-BI DiI-HDL act	Wnt act	MITF act
COc1ccc(N2C(=O)C3CCCN3C2c2cc(OC)c(OC)cc2OC)cc1 (stereo unspecified)	-0.7	7	6	-15	9	4	15	1	10
COc1ccc(C2C(C(=O)NCc3ccccn3)c3ccccc3C(=O)N2C)cc1OC (stereo unspecified)	0.9	-1	-1	-29	-13	4	29	9	-5
CCCc1nc(NC(C)=O)c(C#N)c(-c2ccco2)c1CC	0.7	-3	-5	-15	-10	-7	15	.	-1

(listing goes on)
smiles,CDK5 p35 inh,cardiac RTF act,HTR5A ag ctr,dFosB activator,SR-BI HDL uptake,PvdQ inh,Rtt109 Vps75,SR-BI DiI-HDL act,Wnt act,MITF act
N/C(Cc1ccc(Cl)cc1)=N\OC(=O)c1ccc2ccccc2c1,-2.5,7,34*,-6,1,-9,-2,-1,.,10
COC(=O)c1sccc1NC(=S)N1CC(C)CC(C)C1 (stereo unspecified),0.0,-3,0,-1,-19,0,1,19,1,.
CC1CCc2c(nc3ncnn3c2NCCN(C)C)C1 (stereo unspecified),-3.2,2,-2,-1,-20,-10,4,20,-2,-4
CC1(C)CC(NCc2cccc([N+](=O)[O-])c2)CC(C)(C)N1,-0.3,-5,-1,-4,-19,-10,-1,19,0,25
O=C(O)c1cc(-c2cc3ccccc3o2)nn1-c1ccccc1,-0.8,2,-1,-13,16,-11,4,-16,-1,-18
CC(=O)Nc1ccc(C(=O)CSc2nccc(=O)[nH]2)cc1,0.1,.,.,5,5,-2,-4,-5,-2,7
CCOC(=O)c1cnc[nH]c1=O,9.3,-5,0,-1,-4,4,7,4,-5,3
O=C(Oc1cccnc1)c1cc2ccccc2oc1=O,1.8,6,2,5,-1,-16,-2,1,.,8
O=c1[nH]cnc2c1C(c1ccccc1[N+](=O)[O-])c1c(nc[nH]c1=O)O2,-5.7,1,2,-5,5,2,0,-5,.,.
CCC(Oc1ccccc1C)C(=O)Nc1ccc(S(=O)(=O)Nc2cc(C)on2)cc1 (stereo unspecified),1.4,2,0,0,-4,-16,-3,4,2,1
O=C(NCCN1C(=O)S/C(=C/c2cccnc2)C1=O)c1cccs1,-12,1,1,-7,-5,-2,-2,5,-1,1
NC(=O)CN1C(=O)C(O)(CC(=O)/C=C\C=C\c2ccccc2)c2ccccc21 (stereo unspecified),-0.2,2,-4,-6,-1,-3,7,1,4,6
Cc1cccc(NC(=O)c2cc(-c3cc(C)cc(C)c3O)n[nH]2)c1,0.4,0,8,12,72*,-11,4,-72,5,12
CCOc1ccccc1CNC(=O)C1CCCN(c2nn3c(=O)cc(C)nc3s2)C1 (stereo unspecified),1.0,4,2,-1,6,-10,-2,-6,-1,3
O=C1c2ccccc2-c2nnc(-c3ccccc3)cc21,0.0,9,-5,-5,21,-2,4,-21,.,-1
O=C1c2ccccc2NC2CCCCC12 (stereo unspecified),-0.1,-2,1,-1,-29,2,.,29,-2,-12
Cc1cc(C)c(NC(=O)COC(=O)CSc2ccc(Br)cc2C)c(C)c1,1.8,0,4,11,-16,-5,-5,16,.,10
COc1ccc(-c2nnc(SCC(=O)N(C)C3CCS(=O)(=O)C3)n2N)cc1OC (stereo unspecified),-0.5,-3,-5,-9,1,-8,2,-1,-3,7
NC(=O)COc1ccc(-c2noc(COc3ccccc3[N+](=O)[O-])n2)cc1,-2.4,-5,-4,5,-11,-12,-9,11,2,9
O=C(NCCC1=CCCCC1)c1ccc(Br)o1,0.3,3,3,-5,4,-19,3,-4,.,.
C/C(=N\NC(=O)CSc1nc2ccccc2o1)c1ccc(O)cc1,-1.3,-5,-3,-4,-5,-9,4,5,0,9
O=C(COc1nncc2ccccc12)Nc1c(F)c(F)c(F)c(F)c1F,0.6,3,3,-2,-8,-14,-4,8,4,6
CC1=CC(c2ccc(Cl)cc2)n2nc(NC(=O)CCC(=O)O)nc2N1 (stereo unspecified),-1.5,3,-4,-11,.,-12,-62,.,3,-1
O=C(NN=Cc1ccc2c(c1)OCO2)C1CC1,2.4,5,-2,-6,7,-12,4,-7,-2,34
Cc1nn(C)c(Oc2ccccc2)c1CCNS(=O)(=O)c1ccc(F)cc1,1.3,3,-2,-2,18,12,5,-18,-3,.
CCCSCCCNC(=O)CN1C(=O)COc2ccc(S(=O)(=O)N3CCCC3)cc21,0.8,1,-1,0,-2,-7,-11,2,1,-1
Cc1ccc(S(=O)(=O)Nc2ccc3nc(C)sc3c2)c(C)c1,-1.0,2,6,-6,-22,-15,5,22,3,-15
O=C(CSc1nnc(C2CC2)n1C1CC1)c1cccs1,-1.8,5,1,-4,-15,-14,-6,15,4,0
CCC(Oc1ccccc1F)C(=O)Nc1ccc2c(c1)n(C)c(=O)n2C (stereo unspecified),1.0,-3,4,1,-23,-14,0,23,-1,-9
COc1ccc(Cl)cc1Nc1nc(-c2sc(NC(=O)C(C)(C)C)nc2C)cs1,-0.7,-4,6,-7,47,-17,9,-47,-16,-21
CC(=O)[C@@]1(O)CCC2C3C=CC4=CC(=O)CC[C@]4(C)C3CC[C@@]21C (stereo partly specified),0.0,-4,1,-8,-19,-11,-3,19,-4,12
COc1ccc(C2c3ccc(O)cc3Oc3ncn(CCCO)c(=N)c32)cc1 (stereo unspecified),-2.0,1,0,-12,-22,0,14,22,-4,6
C[C@H](CO)N1C[C@H](C)[C@@H](CN(C)C(=O)Nc2ccccc2)Oc2ccc(NC(=O)Nc3ccc4c(c3)OCO4)cc2C1=O,0.0,18,3,-18,-10,-6,10,10,-5,7
COc1ccc(Br)cc1C1CC(=O)N2CN(Cc3ccccc3)CSC2=C1C#N (stereo unspecified),0.1,4,0,-6,-11,-5,10,11,-2,5
COc1ccc(CNC(=O)C2CCCN(S(=O)(=O)c3ccc(F)cc3)C2)cc1 (stereo unspecified),0.5,2,0,-2,-2,-18,-1,2,-2,-8
COc1ccccc1/C=N/N1C(=O)c2cccc3cccc(c23)C1=O,2.4,0,1,-6,35,-4,-1,-35,0,-10
COc1ccccc1C1/C(=C(/O)c2ccc(Cl)cc2)C(=O)C(=O)N1CCN1CCOCC1 (stereo unspecified),0.0,2,-4,-3,-26,13,11,26,-1,-9
COc1ccc(CCNC(=O)CSc2nc3[nH]c(=O)cc(O)c3s2)cc1,0.7,-2,-3,2,13,5,13,-13,0,.
CCCCN1CCC(=O)NC1=O,1.2,-1,1,-2,-5,1,.,5,-1,-14
O=C1CSC(c2ccc([N+](=O)[O-])cc2)N1c1ccccc1 (stereo unspecified),-0.3,7,0,1,-17,-9,-7,17,1,4
CC(C)CC(NC(=O)/C(=C\c1ccco1)NC(=O)c1ccco1)C(=O)O (stereo unspecified),-1.3,3,-1,-5,-25,-9,-10,25,0,.
Cc1ccc(Cn2nnc3c(=O)[nH]c(C4CCCN(C(=O)Nc5ccc(F)cc5)C4)nc32)cc1 (stereo unspecified),-0.1,1,3,-4,3,-10,3,-3,-4,4
CCOC(=O)C1(CCCc2ccccc2)CCN(C(=O)CCCn2cncn2)CC1,1.8,-1,4,-2,23,4,-4,-23,8,7
